Source: PubChem
MC4R antagonist: blocks human MC4R cAMP signaling. MC4R-expressing cells, MTII-stimulated cAMP, LANCE TR-FRET. 360,000 compounds, 0.48% hits. P32245. inhibition, % at 6.5 µM;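 active = inhibition above its plate's cutoff, the mean of tested wells on that plate plus 3 SD, cut at about 29% in these data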;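 note: 0% = Melanotan II alone and 100% = Melanotan II plus saturating MCL0020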
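Assay system: human MC4R-expressing U2OS cells; reagent: Melanotan II stimulation of cells; dosing: 6.5 µM single dose; timing: compound 30 min, challenge 1 h, detection 1 h; signal: TR-FRET cAMP assay; replicates: one well per compound, no replicates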
m5-HT2A agonist: agonists of mouse serotonin 5-HT2A receptor (HTR2A) | CHO-K1 mHTR2A beta-arrestin complementation, luminescence; percent of 30 µM serotonin response | activation, % at 7.6 µM | 360,000 compounds, 0.66% hits;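 active = activation above a run cutoff, the mean activation of all tested compounds plus 3 SD, cut at about 14% in these data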;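 note: 0% = plate median of compound wells and 100% = 30 µM serotonin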
ABCB6 inh 2: human ABCB6 transporter inhibition. Q9NP58. K562-ABCB6 porphyrin accumulation, flow cytometry, 1 h; active compounds read low. fluorescence ratio to DMSO, % at 10 µM. 360,000 compounds, 0.19% hits;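 active = fluorescence ratio to DMSO below 75%, the collection mean minus 3 SD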;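 note: signal is porphyrin accumulated inside mitochondria; 100% equals median channel fluorescence of DMSO control wells; lower ratio means ABCB6 inhibition with less porphyrin fluorescence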
TLR9-MyD88 inh: inhibitors of human TLR9-MyD88 binding; Q9NR96+Q99836; CHO BLA complementation TLR9-MyD88, CCF4 FRET ratio; inhibition, % at 4.98 µM; 340,000 compounds, 0.21% hits; AID 504734;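 active = inhibition above the mean over all tested compounds plus 3 SD, cut at about 21% in these data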;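 note: 0% = DMSO only wells and 100% = clavulanate BLA inhibitor control wells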
SRC2 inh: human SRC2 (NCOA2) inhibition. Q15596. HEK293 GAL4-SRC2 luciferase reporter, luminescence. inhibition, % at 9 µM. 370,000 compounds, 0.17% hits;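 active = inhibition above the mean inhibition of all tested compounds plus 3 SD, set per campaign, cut at about 52% in these data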;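 note: 0% = DMSO treated cells and 100% = cells given Gossypol at 36 µM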
MC4R ag barr: activates human MC4R beta-arrestin recruitment; P32245; U2OS MC4R beta-arrestin complementation, luminescence; percent of melanotan II response, DMSO zero; activation, % at 8.9 µM; 360,000 compounds, 0.98% hits;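 active = activation above a per-plate cutoff, the mean activation of sample wells on that plate plus 3 SD, cut at about 8% in these data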
ABHD5 PLIN5 PPI: blocks binding of human ABHD5 to perilipin-5. inhibition, % at 4 µM. Split G. princeps luciferase complementation, luminescence, 4 h. Q00G26+Q8WTS1. 360,000 compounds, 0.78% hits. AID 602281;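 active = inhibition above the mean inhibition across every tested compound plus 3 SD, cut at about 22% in these data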;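 note: 0% = DMSO only wells and the 100% control is not disclosed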
Target sequence (Q00G26 whole entry, looked up): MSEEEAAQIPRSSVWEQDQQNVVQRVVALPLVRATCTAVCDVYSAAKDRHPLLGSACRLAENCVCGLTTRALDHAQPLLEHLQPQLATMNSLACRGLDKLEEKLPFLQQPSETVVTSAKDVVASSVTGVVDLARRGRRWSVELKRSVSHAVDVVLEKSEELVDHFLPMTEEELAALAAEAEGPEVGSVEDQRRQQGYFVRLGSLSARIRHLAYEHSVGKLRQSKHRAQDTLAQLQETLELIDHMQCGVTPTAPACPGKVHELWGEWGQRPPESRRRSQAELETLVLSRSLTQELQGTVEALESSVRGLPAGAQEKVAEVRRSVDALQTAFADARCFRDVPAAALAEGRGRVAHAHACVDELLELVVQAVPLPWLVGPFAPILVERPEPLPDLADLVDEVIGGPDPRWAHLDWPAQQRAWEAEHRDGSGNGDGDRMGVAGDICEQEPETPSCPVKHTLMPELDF
Target sequence (Q8WTS1 whole entry, looked up): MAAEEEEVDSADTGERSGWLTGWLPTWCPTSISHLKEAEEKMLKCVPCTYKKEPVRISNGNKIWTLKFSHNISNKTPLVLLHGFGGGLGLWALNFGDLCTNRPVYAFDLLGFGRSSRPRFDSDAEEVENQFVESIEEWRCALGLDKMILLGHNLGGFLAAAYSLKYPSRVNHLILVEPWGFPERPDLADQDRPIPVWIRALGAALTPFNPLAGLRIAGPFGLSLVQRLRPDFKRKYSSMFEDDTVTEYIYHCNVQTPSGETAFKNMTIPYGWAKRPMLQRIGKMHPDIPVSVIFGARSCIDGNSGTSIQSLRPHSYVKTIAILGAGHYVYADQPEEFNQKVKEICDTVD
NOD2-RIPK2 inh: NOD2-RIPK2 protein interaction inhibition; O43353; CHO BLA complementation NOD2-RIPK2, CCF4 ratio; inhibition, % at 4.98 µM; 360,000 compounds, 0.38% hits; in the data active = inhibition above about 21%;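 note: 0% = vehicle only and 100% = reference blocker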
Glyco luc inh: N-linked glycosylation inhibition; reporter increase, % at 12.5 µM; AID 588692; D54 ERlucT glycosylation luciferase reporter, 24 h; percent of 100 nM tunicamycin response; 360,000 compounds, 0.23% hits;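 active = mean luciferase reporter signal, scaled so untreated is 0 and the glycosylation-blocking control 100, at or above a set limit in every replicate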;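 note: luciferase carries N-glycosylation sites so blocking glycosylation raises the light; 0% = median of neutral control wells and 100% = median of 100 nM tunicamycin wells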
Cardio protect: myocardial damage modulation in H9c2 cells; AID 588492; protection from H2O2 cell death, % at 20 µM; H9c2 cardiomyocytes, H2O2 injury protection, ATPLite, 2 h; 360,000 compounds, 0.63% hits;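 active = compounds giving at least 50% protection of heart cells from peroxide-induced death in the single-dose screen, raw or plate-pattern-corrected value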;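 note: 0% = DMSO wells with peroxide and 100% = DMSO wells without peroxide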
Starred values were filed as active, the others as inactive; · = no result given. Not all compounds are listed; count on the stated rates, not on these rows.

SMILES	MC4R antagonist	m5-HT2A agonist	ABCB6 inh 2	TLR9-MyD88 inh	SRC2 inh	MC4R ag barr	ABHD5 PLIN5 PPI	NOD2-RIPK2 inh	Glyco luc inh	Cardio protect
COC(=O)C1CN(C(=O)C(C)Oc2ccccc2F)c2ccccc2O1 (centres undefined)	9	1	97	8	10	-1.0	-3	-1	2	9
COc1ccccc1-c1nc(SCc2ccccn2)n[nH]1	-2	-1	99	5	-44	-0.5	-3	-4	2	-12
CCN(CC(=O)NCc1cccs1)S(=O)(=O)c1cccc(Br)c1	12	0	100	4	-2	0.3	-6	9	-2	-10
Cc1noc(NS(=O)(=O)c2ccc(NC(=O)c3cnc4n(c3=O)CCS4)cc2)c1C	-2	-2	90	-4	-10	0.1	-5	2	-1	-8
O=C(NCC1CC1)C1Cc2c(-c3cccc(F)c3)ccnc2O1 (centres undefined)	0	-2	76	·	7	-0.3	8	1	2	4
O=C(NC1=NCCS1)c1cccc(N2C(=O)c3ccccc3C2=O)c1	-3	-1	92	1	6	-2.6	-1	0	-2	-2
Cc1ccc(NC(=O)CCNC(=O)c2ccco2)cc1F	-4	-2	100	-6	4	-1.8	-5	3	3	-5
COc1ccc(CNC(=O)CN2C(=O)C(c3ccccc3)Oc3cccnc32)cc1 (centres undefined)	1	1	94	2	1	0.7	11	-2	0	5
COc1ccc(N2CCN(c3nc(NC(C)(C)C)nc(N4CCCCC4)n3)CC2)cc1	1	6	97	7	17	-1.4	-3	4	-1	-20
C=C(C)CNC(=S)N/N=C/c1c(F)cccc1F	10	3	95	20	16	-0.8	0	-11	0	-4
Cc1[nH]c2ccccc2c1SCc1ccccc1	8	-4	99	-8	-4	1.3	-4	1	-1	-9
CCCN1CCN(CCCNC(=O)c2ccc(CS(=O)c3ccccc3C)o2)CC1 (centres undefined)	-1	3	97	-1	13	-1.8	0	-2	-5	9
O=C(CCl)N(Cc1cc(=O)[nH]c2ccccc12)c1ccccc1	11	1	103	1	42	-3.6	0	14	-4	6
C/C(CC(=O)Nc1ccc2c(c1)OCCO2)=N\NC(=O)COc1ccc(C)cc1Br	7	-2	94	5	-16	-0.2	17	-5	0	-8
COc1ccc(C(=O)NCCCN2CCOCC2)cc1OC	-1	-1	97	0	-9	-2.2	-2	-7	-1	4
COc1cc(OC)c(NC2=NCCCCC2)cc1Cl	2	3	98	7	-2	-1.9	-12	5	1	2
O=C(CSc1nnc2ccccn12)NCc1ccco1	1	1	95	-8	-13	-1.3	1	-11	0	-2
COc1ccccc1N1CCN(C(=O)c2cc3c(s2)-c2ccccc2OC3)CC1	4	7	94	10	0	-0.5	4	6	1	9
CCC(Cc1ccccc1)n1c(=S)[nH]c2ccccc2c1=O (centres undefined)	4	-2	140	-13	-29	1.1	-15	-8	-2	7
COc1ccc(CNCC(O)(c2ccc(F)cc2)c2ccc(F)cc2)cc1	0	-5	96	9	-26	1.2	-8	-1	-3	-13
Cc1ccc2c(c1)CCCN2S(=O)(=O)c1cccc(C(=O)Nc2ccccc2C(=O)O)c1	-3	15*	105	-7	-2	-2.2	5	-14	-3	14
COCCNC(=O)c1ccc(C)c(S(=O)(=O)Nc2ccc(C)cc2)c1	20	-2	98	6	-17	0.2	-1	-2	-1	-2
CC(=O)Nc1ccc2c(c1)OCO2	10	3	95	0	6	0.7	5	-3	0	-2
O=C(N/N=C/c1ccccc1)NC1CCCCC1	-5	-1	101	6	-32	2.5	5	5	2	-4
CC(C)c1nc(N2CCN(C(=O)c3ccco3)CC2)c(C#N)c2c1COC(C)(C)C2	-4	-3	92	-4	7	0.3	12	0	-8	3
COc1ccc(NS(=O)(=O)c2cccc(C(=O)N/N=C/c3cn(-c4ccccc4)nc3-c3ccc(OC)cc3)c2)cc1	21	-5	102	-7	-27	1.7	-4	-1	-1	-3
Clc1ncn(C23CC4CC(CC(C4)C2)C3)n1	8	-3	88	2	3	-1.4	12	-7	0	-2
C/C(=N\NC(=O)Cn1cc([N+](=O)[O-])cn1)c1ccco1	12	-4	98	-3	10	2.8	-2	-5	0	3
Cc1nc(SCc2ccc(O)c([N+](=O)[O-])c2)c([N+](=O)[O-])[nH]1	-2	8	117	-6	2	-0.4	12	-9	3	8
COC(=O)c1ccccc1OCC(=O)N1CCN(c2ccc(OC)cc2)CC1	-2	-1	100	-4	5	0.6	-1	-3	0	5
CCCCCCCNC(=O)C1(CC2CC(c3ccc(Cl)cc3)=NO2)CCNCC1 (centres undefined)	8	-8	97	4	9	9.7*	16	-24	-12	-20
CNC(=O)c1c(NC(=O)C2=COCCO2)sc(C)c1C	4	10	100	-10	8	-3.1	-2	-12	-3	7
COCCCNC(=O)C1=CCN(S(=O)(=O)c2ccc(OC)cc2)CC1	-1	10	97	-4	-3	-1.8	1	1	0	1
O=C(Cn1cnc2ccc(Br)cc2c1=O)c1cccs1	3	6	91	-13	·	0.3	3	-9	2	3
COc1ccc(C(C(=O)Nc2ccc(C(C)C)cc2)N(Cc2ccco2)C(=O)CC2NC(=O)NC2=O)cc1 (centres undefined)	10	6	96	-3	-21	5.6	2	-8	-3	-1
CCOC(=O)/C(N=Nc1sc(C(=O)OC)c(C)c1C(=O)OCC)=C(\O)CCl	10	2	96	-2	0	2.2	-2	-3	2	2
COC(=O)c1ccc(C(=O)OC)c(NC(=O)CSc2ccccn2)c1	-1	-3	100	-9	-25	-1.3	-3	9	4	7
CCc1nc2ccc(C(=O)NCCOc3ccc(OC)cc3)cn2c1N(C)Cc1ccc(N(C)C)cc1	8	-6	91	·	11	-0.8	-1	9	-3	4
COc1ccc(CC(N)c2csc(NC(=O)C(c3ccccc3)c3ccccc3)n2)cc1 (centres undefined)	6	3	94	·	13	2.9	-8	9	-14	-26
CCS(=O)CCSc1nc2ccccc2s1 (centres undefined)	11	2	91	6	17	0.7	5	-14	-4	1

Random excerpt: three compounds from above, in no set order.
SMILES	MC4R antagonist	m5-HT2A agonist	ABCB6 inh 2	TLR9-MyD88 inh	SRC2 inh	MC4R ag barr	ABHD5 PLIN5 PPI	NOD2-RIPK2 inh	Glyco luc inh	Cardio protect
CCCCCCCNC(=O)C1(CC2CC(c3ccc(Cl)cc3)=NO2)CCNCC1 (centres undefined)	8	-8	97	4	9	9.7*	16	-24	-12	-20
Cc1nc(SCc2ccc(O)c([N+](=O)[O-])c2)c([N+](=O)[O-])[nH]1	-2	8	117	-6	2	-0.4	12	-9	3	8
Cc1[nH]c2ccccc2c1SCc1ccccc1	8	-4	99	-8	-4	1.3	-4	1	-1	-9

(further entries)
SMILES	MC4R antagonist	m5-HT2A agonist	ABCB6 inh 2	TLR9-MyD88 inh	SRC2 inh	MC4R ag barr	ABHD5 PLIN5 PPI	NOD2-RIPK2 inh	Glyco luc inh	Cardio protect
COc1ccc(NC(=S)N2CCN(S(=O)(=O)c3ccccc3)CC2)cc1	8	0	101	4	-14	-1.7	-4	-2	0	2
CC1(C)c2[nH]c3ccccc3c2C[C@@H]2C(=O)N(c3cc(F)ccc3F)C(=O)N21	12	7	92	-13	-8	0.8	-1	1	-2	1
Cc1cc(C)n(-c2nc3ccccc3c(=O)n2OCC(N)=O)n1	-5	1	99	3	-1	3.3	-7	5	1	8
COc1ccc2c(CC(=O)O)cc(=O)oc2c1	-10	6	93	-7	-38	-1.4	-3	-5	3	3
COc1cc(OC)cc(-c2c(-c3ccc(C(C)=O)cc3)c3cc(-c4cccc5[nH]ccc45)ccc3n2C)c1	9	8	101	2	-7	-1.7	-1	-10	-8	-8
O=C(CN1CCN(c2ccc(O)cc2)CC1)Nc1cc(S(=O)(=O)N2CCOCC2)ccc1Cl	3	1	92	-7	23	-0.9	8	-8	-2	-2
CS(=O)(=O)N(CC(=O)NCCSCc1ccccc1)c1ccccc1	18	-5	100	-3	-38	-0.9	3	-15	-3	-2
COc1ccc(C(=O)n2nc(-c3ccco3)nc2N)cc1OC	-11	-1	100	3	11	-2.0	-3	-2	2	0
CCOC(=O)C1CCc2sc(N)c(C#N)c21 (centres undefined)	-2	6	101	-6	6	-0.6	-10	-13	1	0
COC(=O)c1c(C)[nH]c(C(=O)C(C)OC(=O)c2cc(C)oc2C)c1C (centres undefined)	5	2	89	13	33	-4.3	-5	2	-4	-21
Cn1ncc(Cl)c1C(=O)Nc1sc2c(c1C(N)=O)CCC2	-8	-4	106	5	11	-0.1	0	1	-2	6
CCCn1c(=N)c(C(=O)NCC2CCCO2)cc2c(=O)n3cccc(C)c3nc21 (centres undefined)	0	-2	105	-8	-79	-1.9	-5	-10	8	6
CC(=O)c1ccc(NC(=O)CCc2nnc3ccc(N4CCCC4)nn23)cc1	-3	2	93	-11	-18	-1.7	0	9	1	-3
Cc1ccccc1N(CC(=O)NCCSC1CCCCC1)S(=O)(=O)c1ccccc1	3	-4	95	-1	-7	2.9	-3	1	-3	-7
CCOCCCNS(=O)(=O)c1ccc(NC(=O)c2ccccc2)cc1	4	1	97	-3	-16	0.4	-4	-2	0	-12
C/C(CCC1CC(C)(C)OC1=O)=N\NC(N)=S (centres undefined)	-3	-2	99	-14	-6	0.8	-6	-13	2	-2
N#CC1=C(N)C2=CCCC[C@H]2[C@H](c2cccc(F)c2)C1(C#N)C#N	4	0	104	10	18	-2.5	-9	3	2	2
CC(=O)Nc1cccc(NC(=S)Nc2cccc(Cl)c2Cl)c1	-2	0	93	0	-55	-0.8	-5	-2	1	2
C/C(=N\NC(=S)NC(C)C)c1cccc([N+](=O)[O-])c1	-7	-4	100	-5	-21	-1.5	-4	4	-2	-6
O=[N+]([O-])c1ccc(NC(=S)NCCc2ccccc2)cc1	3	0	97	7	-38	-1.6	-7	-5	-6	-14
CCOC(=O)n1c(=O)n(Cc2cccc(F)c2)c2ccccc21	11	-2	97	1	1	-2.6	-1	7	-1	2
CCOC(=O)N1CCN(CC(O)c2ccccc2)CC1 (centres undefined)	12	-3	98	0	-25	-3.2	-4	-8	0	7
Clc1ccc(-c2nc3ccccc3nc2-c2ccccc2)cc1	4	1	98	13	-30	-0.2	-5	-14	6	-1
CCCOc1cccc(CN2CCCCC2c2cccnc2)c1 (centres undefined)	12	-1	107	1	16	1.7	1	-6	2	-14
Cc1nc2nc(SCC(=O)c3cccc([N+](=O)[O-])c3)[nH]c2cc1Br	6	-2	125	-13	-19	1.1	2	3	3	4
CCc1ccccc1N(C(=O)c1snc(C(N)=O)c1N)C(C(=O)NCC1CCCO1)c1ccc(N(C)C)cc1 (centres undefined)	18	-1	97	-1	-6	-1.3	-1	-9	-4	4
CC1(C)CC2CC(C)(CN2C(=O)CN2C(=O)c3ccccc3C2=O)C1 (centres undefined)	-1	3	99	-4	9	-0.9	4	-3	0	1
O=C(CSCc1c(Cl)cccc1Cl)NCc1cccnc1	-1	3	94	2	-13	0.0	2	1	-1	-2
COC(=O)c1cc(S(=O)(=O)NCC2CCN(Cc3ccc(Cl)cc3)CC2)c[nH]1	-1	2	98	2	-15	-1.0	2	-1	-3	-5
CCC(C)N1CC(C(=O)NC2CCCCC2)CC1=O (centres undefined)	2	-5	100	3	-14	0.1	-3	-5	3	7
